KOR beta-arrestin-1: KOR agonists, beta-arrestin recruitment, primary screen, cell-based, luminescence, uHTS (AID 1777). Kappa-type opioid receptor (Homo sapiens). KOR beta-arrestin recruitment, luminescence; higher % means a stronger effect. activation, % at 10 µM; hits with a dose series show EC50 in µM. 280,000 tested, 0.02% active; in the data active means activation above about 50%, passing the limit was not always enough; further: a part of the inactive calls stands beside numbers as strong as those of hits
SV40 large T antigen: SV40 large T antigen inhibitors, biochemical (AID 1903); 310,000 tested, 0.39% active; SV40 large T antigen ATPase/helicase inhibition assay; higher % means a stronger effect; inhibition, % at 20 µM, or IC50 in µM where a hit was titrated; in the data active means a potency from the dose series; inconclusive means inhibition mostly from about 32% at the one dose, without a potency; inactive means the rest, 99 in 100 with inhibition below about 32%; further: strong numbers were not always called active
GPR55 beta-arrestin: GPR55 agonists via beta-arrestin recruitment, primary screen, imaging, U2OS cells, beta-arrestin-GFP redistribution (AID 1961). G-protein coupled receptor 55 (Homo sapiens). U2OS GPR55 beta-arrestin-GFP redistribution imaging; higher % means a stronger effect. activation, % at 10 µM, or EC50 in µM where a hit was titrated. 290,000 tested, 0.048% active;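 active means activation above 40% with more than 50 cells counted in the well; inconclusive means wells holding fewer than 50 cells, flagged as toxic or sparse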;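 further: U2OS osteosarcoma cells stably expressing GPR55 and beta-arrestin-GFP; plate controls were DMSO negative control for no effect and LPI positive control for full effect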
GPR55 antagonists: GPR55 antagonists blocking LPI-driven arrestin recruitment, primary screen, imaging, U2OS, beta-arrestin-GFP, LPI agonist (AID 2013). G-protein coupled receptor 55 (Homo sapiens). U2OS GPR55 beta-arrestin-GFP translocation imaging, LPI antagonism; higher % means a stronger effect. one-dose inhibition, % at 10 µM; IC50 in µM for titrated hits. 290,000 tested, 0.13% active;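 active means spots per cell inhibited over 60%, with over 100 cells counted and total cytoplasm intensity under 500,000; inconclusive means wells with under 100 cells, flagged as likely toxic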;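 further: U2OS cells stably carrying GPR55 and arrestin-GFP stimulated by 5 µM LPI near EC80; imaged beta-arrestin-GFP aggregate spots per cell after agonist stimulation; plate controls were LPI-stimulated DMSO wells for no effect and DMSO wells without LPI for full effect; some results filed as inactive read as strong as hits; confirmed hits need IC50 under 10 µM and bright autofluorescent wells are also inconclusive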
Rac1 GTP hydrolysis: MgcRacGAP GTPase-activating activity inhibitors, confirmation, biochemical, ADP Hunter fluorescence | Rac GTPase-activating protein 1 (Homo sapiens) | MgcRacGAP-stimulated Rac1 GTP hydrolysis, ADP Hunter fluorescence; higher % means a stronger effect; GST-tagged Rac1 F28L mutant substrate | inhibition, % at 30 µM; hits with a dose series show IC50 in µM | 340,000 tested, 0.6% active | AID 624330, 2012;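 active means first-screen hits whose inhibition reached a set limit at any dose in the follow-up dose series; inconclusive means inhibition above the set first-screen limit but never retested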;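 further: fluorescence reports GDP produced by GAP-driven GTP hydrolysis; strong numbers were not always called active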
NOD1 NF-kB reporter: NOD1 signaling inhibitors, primary screen, cell-based, luminescence, uHTS (AID 1578) | NOD1-driven NF-kB luciferase reporter cells, luminescence; higher % means a stronger effect | inhibition, % at 4 µM; hits with a dose series show EC50 in µM | 290,000 tested, 1% active; in the data active means inhibition mostly above about 36%, no sharp cut-off; inactive means mostly below about 34%;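 further: HEK-293T reporter cells stimulated with the NOD1 agonist gamma-tri-DAP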
KOR beta-arrestin-2: KOR antagonists, beta-arrestin recruitment, cell-based, luminescence, uHTS (AID 1778); Kappa-type opioid receptor (Homo sapiens); KOR beta-arrestin recruitment, luminescence, antagonist mode; higher % means a stronger effect; inhibition, % at 10 µM; hits with a dose series show IC50 in µM; 290,000 tested, 0.091% active; further: strong numbers were not always called active
HIV fusion peptide: inhibitors of HIV fusion peptide binding, primary screen, biochemical, uHTS, fluorescence dequenching (AID 1986); cell-free peptide binding, fluorescence dequenching, 30 min; higher % means a stronger effect; one-dose inhibition, % at 20 µM; IC50 in µM for titrated hits; 290,000 tested, 0.3% active; in the data active means inhibition mostly above about 52%, no sharp cut-off; inactive means mostly below about 76%; further: some results filed as inactive read as strong as hits
NOD2 inhibition: NOD2 signaling inhibitors, cell-based, luminescence, uHTS, HEK293 (AID 1566); HEK293 NOD2/NF-kB luciferase reporter, luminescence; higher % means a stronger effect; inhibition, % at 4 µM; hits with a dose series show EC50 in µM; 290,000 tested, 0.63% active; further: many of its hits are not listed in these tables
An asterisk follows results filed as active; ? = inconclusive; nt = no result given; [ ] = remark or other dose. Unless noted, no stated cut-off is given here; in the data, active means inhibition above about 50%; inactive means the rest.

SMILES | KOR beta-arrestin-1 | SV40 large T antigen | GPR55 beta-arrestin | GPR55 antagonists | Rac1 GTP hydrolysis | NOD1 NF-kB reporter | KOR beta-arrestin-2 | HIV fusion peptide | NOD2 inhibition
COc1ncccc1C(=O)N1CCC(n2nccc2NC(=O)CC(C)C)CC1 | 1.8% | 6% | -0.1% | 4% | 8% | -10% | 14% | -0.8% | -5%
COc1ccc(C(=O)N2CC(=O)Nc3ccccc32)cc1S(=O)(=O)N1CCCC1 | -2.0% | 3% | 0.0% | -10% | 8% | 4% | -8% | -3.5% | 9%
Cc1ccc(C(=O)OCC(=O)Nc2ccccc2Cl)c(O)c1 | 5.4% | 29% | 0.3% | -5% | 8% | -7% | 6% | -0.8% | -22%
O=C(CN1CCC(NC(=O)C2CCCCC2)CC1)NCc1ccco1 | 2.5% | 8% | -0.4% | 7% | -25% | -35% | 5% | 0.7% | 7%
CCCn1c(SC(C(=O)Nc2cccc(OC)c2)c2ccccc2)nc2ccccc2c1=O (stereo not drawn) | 4.2% | 9% | -0.2% | -2% | 4% | -39% | -32% | 2.2% | -22%
COc1ccc(S(=O)(=O)N(CC(=O)NCC2CCCO2)Cc2ccccc2)cc1C (stereo not drawn) | 4.1% | 0% | -0.1% | -6% | 6% | -5% | -24% | 0.6% | 5%
Cc1cc(C(=O)CSc2n[nH]c(N)n2)c(C)n1-c1cc(F)ccc1F | 3.5% | 10% | -0.1% | -2% | 7% | -29% | 11% | -0.7% | -44%
Cc1cc(C(=O)COC(=O)c2ccc3c(c2)OCO3)c(C)n1Cc1cccs1 | -3.3% | 7% | -0.2% | 7% | 9% | -27% | 3% | -1.8% | -9%
CC(=O)c1ccc(N2CCN(C(=O)/C=C/c3ccc4ccccc4n3)CC2)cc1 | -6.6% | 8% | -0.1% | 13% | 4% | 38% | -29%[20 µM] | 0.1% | -32%
COc1cc(C2C(C#N)=C(N)OC3=C2C(=O)CC(C)(C)C3)c([N+](=O)[O-])cc1OC (stereo not drawn) | 4.8% | 14% | 0.2% | 3% | 13% | -4% | -20% | 22% | -5%
CCC(=O)Nc1nnc(SCC(=O)Nc2ccc3c(c2)OCO3)s1 | 2.3% | 16% | -0.1% | -8% | 4% | -4% | -7% | -0.2% | 4%
CC1CC(C)CN(CCCNC(=O)C2CCN(S(=O)(=O)N3CCCCC3)CC2)C1 (stereo not drawn) | 7.4% | 14% | -0.1% | 3% | 7% | 30% | 2% | -0.2% | 8%
Cc1ccc(C(=O)Nc2ccc(N3CCOCC3)cc2N2CCOCC2)cc1 | -2.9% | 14% | 0.2% | 7% | 2% | -31% | 15% | -1.0% | 13%
Cc1ccc(C2CC2/C(=N/O)c2ccc(F)cc2)cc1 (stereo not drawn) | 1.5% | 3% | -0.1% | 18% | 9% | -4% | 30% | -1.1% | 0%
CCN(CC)S(=O)(=O)c1cccc(NC(=O)COC(=O)c2cccs2)c1 | 0.3% | 7% | 0.0% | 8% | 5% | -22% | 10% | 1.5% | 17%
Cc1csc(NC(=O)C2CCN(C(=O)c3ccccc3C)CC2)n1 | -5.4% | 14% | -0.3% | 12% | -3% | -36% | 13% | 1.5% | -15%
Cc1cccc(N(Cc2ccccc2)C(=O)c2ccccc2F)c1 | 3.0% | 6% | -0.1% | 10% | 6% | 1% | -34% | -0.1% | 3%
O=C(Nc1ccc(S(=O)(=O)N2CCCCCC2)cc1)c1c(F)cccc1F | 3.6% | -1% | 0.3% | 5% | 1% | 0% | 14% | -0.3% | -3%
COc1ccc(CCN2C(=O)CC(NNC(=O)c3ccc(F)cc3)C2=O)cc1OC (stereo not drawn) | -1.2% | 16% | -0.3% | 2% | 11% | -2% | -7% | 2.7% | 16%
CN(C)C(=S)NC(=O)C(c1ccccc1)c1ccccc1 | -1.7% | 3% | -0.1% | -20% | 4% | -26% | -14% | -1.5% | 1%
CC(C)(C)n1nc2c(c1NC(=O)Cc1ccccc1)CS(=O)(=O)C2 | -3.5% | -2% | 0.0% | 6% | 0% | -29% | 11% | 1.1% | -8%
CN1CCN(CC(=O)N2c3ccccc3C(=O)Nc3cccnc32)CC1 | -0.7% | 15% | -0.2% | -3% | nt | -42% | 12% | -1.0% | -20%
C=CCc1cc(C)cc(C)c1OCCn1cncn1 | 9.4% | 10% | 0.1% | 4% | -1% | -15% | 8% | 2.7% | 9%
O=C(NNC1=NCCN1Cc1ccccc1)c1cccc(C(F)(F)F)c1 | -1.7% | 11% | -0.2% | -2% | 11% | -14% | 6% | -0.6% | 0%
COC(=O)C(C)(C(=O)OC)c1ccc(C(F)(F)F)cc1[N+](=O)[O-] | -2.8% | 5% | -0.1% | -1% | -8% | -24% | -8%[20 µM] | 0.0% | -14%
CC(C)CC(NC(=O)c1cccs1)c1nnc(SCc2ccc(Cl)c(Cl)c2)n1C (stereo not drawn) | -2.2% | -7% | -0.1% | 23% | 1% | -9% | -6% | 2.3% | 10%
COC(=O)c1ccc(O)c(Sc2cc(C(=O)OC)ccc2O)c1 | -1.3% | 22% | -0.2% | -7% | 1% | 22% | -30% | 25% | 18%
CC(O)[C@H](NC(=O)C1(c2ccccc2)CCN(C(=O)OC(C)(C)C)CC1)C(=O)O (stereo partly drawn) | -6.4% | -1% | -0.2% | 3% | 2% | 22% | 25% | -2.6% | 1%
CCCOc1ccc(CCC(=O)N/N=C/c2ccc([N+](=O)[O-])o2)cc1 | 1.4% | 10% | 0.3% | -1% | 4% | -5% | 9% | 12% | 12%
O=C(C[n+]1cn(C(F)F)c2ccccc21)c1ccc(OC(F)F)cc1 | -5.8% | ? | 0.6% | 18% | 4% | 31% | -75%[20 µM] | 3.5% | -110%
Cc1ccc(S(=O)(=O)O)c(C)c1N1CCCC1=O | 5.4% | -3% | -0.1% | 4% | 1% | -30% | -28% | 2.7% | -5%
O=C(NCCN1CCCCC1)c1c(O)c2ccccc2[nH]c1=O | 0.2% | 10% | -0.4% | 1% | 6% | -30% | -7% | -4.6% | 4%
Cc1cc(C)nc(NC(=NCCc2c[nH]c3ccccc23)NC(=O)c2ccco2)n1 | 0.3% | 11% | -0.3% | 5% | 13% | 13% | -24% | -2.9% | 6%
CC1CCN(C(NC(=O)c2ccco2)C(=O)c2ccccc2)CC1 (stereo not drawn) | 2.3% | 2% | -0.1% | 11% | 7% | 9% | -26% | -0.9% | 7%
C=CCN(C(=O)Cc1cccs1)c1nc(-c2ccc(S(C)(=O)=O)cc2)cs1 | -2.4% | 3% | 0.2% | 18% | 4% | -23% | -13% | 1.7% | -7%
CCS(=O)(=O)C1=NN2C(=N)/C(=C\c3ccc(OS(=O)(=O)c4ccccc4)c(OC)c3)C(=O)N=C2S1 | 8.9% | 32% | -0.1% | -8% | nt | -12% | -5% | 18µM* | 12%
Cc1ccc(C(=O)Nc2cccc(NC(=O)c3cccnc3)c2)cc1 | 0.0% | -5% | -0.1% | -17% | 1% | -26% | -25% | -0.9% | 25%
O=C(NCCNC(=O)c1ccco1)c1cccc(F)c1 | 0.5% | 3% | 0.7% | 10% | 6% | -20% | -16% | 1.7% | 18%
COC(=O)C1C2C=CC3(CN(Cc4ccco4)C(=O)C13)O2 (stereo not drawn) | 1.0% | 6% | -0.2% | 1% | 0% | -16% | -2% | 0.1% | -3%
O=[N+]([O-])c1ccc(OCc2cnc(Cl)s2)c([N+](=O)[O-])c1 | -5.3% | 20% | -0.1% | -12% | 2% | -23% | -35%[20 µM] | -1.8% | 5%
OCCN1CCN(c2ncnc3c2c(-c2ccccc2)cn3-c2ccc(Br)cc2)CC1 | 7.1% | 4% | 0.3% | -9% | 14% | -34% | -10% | -0.3% | -18%
C/C(=N\NC(=O)c1cccnc1)c1ccccc1 | 6.1% | 1% | 0.3% | 8% | 3% | -14% | 9% | 1.1% | -6%
COC(=O)NNC(=S)NCc1ccccc1 | 3.0% | 4% | 0.0% | 4% | 8% | -17% | -6% | -1.4% | 16%
CCCNC(=O)NC(=O)CSc1nnc(-c2ccncc2)n1CC | -1.1% | -2% | 0.3% | 10% | 0% | -4% | 3% | -3.0% | 4%
CCN(C1CCCCC1)S(=O)(=O)c1cc(C)ccc1OC | -1.8% | -4% | 0.2% | 11% | 9% | nt | 11% | -1.2% | -9%
Cc1ccc(NC(=S)Nc2cc(C(=O)O)ccc2N2CC3CC(C2)c2cccc(=O)n2C3)cc1C (stereo not drawn) | 6.7% | 4% | -1.2% | 11% | -15% | -17% | 10% | -2.3% | 7%
Clc1nnc(Cl)c2c1ncn2Cc1ccccc1 | -0.8% | 4% | 0.0% | 5% | 8% | 0% | -10% | -0.8% | 15%
Cc1nc(NC(C)C)c2oc3ccccc3c2n1 | 3.2% | 22% | 0.0% | -3% | 9% | -2% | -16% | -0.2% | 18%
COc1ccc(CN(Cc2ccccn2)S(=O)(=O)c2ccc(-n3cnnn3)cc2)cc1 | -5.6% | 3% | 0.4% | -2% | 10% | -10% | 27% | 0.0% | -10%
COc1ccccc1CNC(=O)CC(NS(=O)(=O)c1ccc(C)cc1)c1ccco1 (stereo not drawn) | -6.7% | 0% | 0.5% | -2% | 5% | -21% | 2% | 0.3% | 5%
CC(C)NC(=O)CSc1nc(N)c(NC(=O)c2ccco2)c(=O)[nH]1 | -1.1% | 7% | 0.6% | 0% | 7% | -8% | -8% | 1.1% | 12%
CC(Oc1ccccc1Cl)C(=O)N1CCOCC1 (stereo not drawn) | 2.4% | 12% | -0.3% | 6% | 7% | -10% | -15% | -1.6% | 8%
CCC(C(=O)Nc1ccc(C)cc1)c1ccccc1 (stereo not drawn) | -4.8% | 3% | -0.2% | 1% | 9% | -27% | -10% | 1.0% | 3%
O=C(N/N=C/c1ccccn1)c1ccc(NC(=O)c2ccccc2Cl)cc1 | 4.3% | 1% | 1.0% | 6% | 7% | -11% | 2% | -1.6% | 18%
CC(=O)Nc1cc(C)c(S(C)(=O)=O)c(C)c1 | 1.6% | 6% | -0.2% | 4% | 10% | -20% | 10% | 2.0% | -1%

Looked up above.
Value for `Cc1nc(NC(C)C)c2oc3ccccc3c2n1` in Rac1 GTP hydrolysis: 9%
Value for `O=C(N/N=C/c1ccccn1)c1ccc(NC(=O)c2ccccc2Cl)cc1` in SV40 large T antigen: 1%

High-throughput results deposited in PubChem by several laboratories.

This is a subset (hit frequency here may not be typical).
